# Source: PubChem BioAssay (several laboratories)
# GlmU inhibition – inhibition of mycobacterial GlmU enzyme – biochemical, glucosamine-1-phosphate acetyltransferase (AID 1376); M. tuberculosis GlmU acetyltransferase enzyme assay; higher % means a stronger effect; inhibition, %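 (tested at 30 µM in the primary screen)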; hits with a dose series show IC50 in µM; hit rate 0.25% among 220,000; in the data active means inhibition above about 13%; inconclusive means no clear call, values can overlap the other calls;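 further: 0% = complete reaction with vehicle and 100% = reaction without substrate; strong numbers were not always called active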
# RmlCD inh 1536 – inhibitors of Mycobacterium tuberculosis RmlC and RmlD coupled enzymes; RmlC+RmlD coupled enzyme assay, percent inhibition; primary screen in compound mixtures; inhibition, % at 3.6 µM; hit rate 0.03% among 160,000; AID 1533; in the data active means inhibition mostly above about 34%, no sharp cut-off; inconclusive means no clear call, values can overlap the other calls; inactive means mostly below about 22%; further: some results filed as inactive read as strong as hits
# Target sequence (P9WH09 whole entry, looked up): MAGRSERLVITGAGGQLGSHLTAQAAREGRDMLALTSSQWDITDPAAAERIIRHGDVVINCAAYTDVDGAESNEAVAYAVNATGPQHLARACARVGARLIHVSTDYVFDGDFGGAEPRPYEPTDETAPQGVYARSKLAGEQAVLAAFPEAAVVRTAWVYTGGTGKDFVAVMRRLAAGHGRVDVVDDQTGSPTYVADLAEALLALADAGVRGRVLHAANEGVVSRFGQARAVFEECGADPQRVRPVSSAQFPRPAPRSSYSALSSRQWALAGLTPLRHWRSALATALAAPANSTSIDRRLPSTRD
# Target sequence (P9WH11 whole entry, looked up): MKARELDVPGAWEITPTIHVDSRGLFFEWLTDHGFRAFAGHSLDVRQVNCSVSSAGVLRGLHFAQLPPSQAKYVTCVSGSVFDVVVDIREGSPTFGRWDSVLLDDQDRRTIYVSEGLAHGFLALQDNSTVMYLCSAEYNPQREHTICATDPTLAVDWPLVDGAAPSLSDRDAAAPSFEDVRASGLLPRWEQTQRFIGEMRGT
# The depositor's hits bear a star; ? = inconclusive; / = not tested or not shown. These rows are one share of the data, so the mix of outcomes need not match the whole.
compound | GlmU inhibition | RmlCD inh 1536
Fc1ccc(C2=CCN(C(c3cccs3)c3nnnn3CCc3ccccc3)CC2)cc1 (stereo unspecified) | -1.1% | /
CC(C)CCN1CCN(Cc2ccc(Sc3nncn3C)o2)CC1CCO (stereo unspecified) | -4.2% | 65
O=C(NCc1ccccc1Cl)c1ccc(S(=O)(=O)Nc2cccc(C(F)(F)F)c2)cc1 | 3.5% | -4
NS(=O)(=O)c1ccc(O)c(NC(=O)c2ccc([N+](=O)[O-])o2)c1 | 6.1% | ?
CCOC(=O)COn1c(=O)c[n+]([O-])c2ccccc21 | -2.2% | -52
COCCN(C(=O)c1csnn1)C(C(=O)NC1CCCCC1)c1sccc1C (stereo unspecified) | -0.2% | /
CCOC(=O)C1CCCN(C(=O)CCNS(=O)(=O)c2ccc3c(c2)CCC(=O)N3)C1 (stereo unspecified) | -5.9% | -4
CCOC(=O)[C@@H]1[C@H]2COc3ccc(Br)cc3[C@@H]2N2C(=O)N(c3ccc(Cl)cc3)C(=O)[C@]12C | 1.0% | /
COC(=O)c1nc(NC(=O)c2ccccc2Br)n[nH]1 | -3.8% | 4
O=S(=O)(Cc1ccccc1)N1CCN(Cc2ccc3c(c2)OCO3)CC1 | 2.1% | -6
COc1cccc(OC)c1CNC(=O)CCSCc1ccccc1F | 3.6% | 8
NC(=O)CSc1nc(N)c2c3c(sc2n1)CCCCC3 | 0.2% | -5
CSc1ncccc1C(=O)OCC(=O)NC(N)=O | 12% | 2
CSc1ccc(/C=C(\C#N)C(=O)NC2CCCCC2)cc1 | 1.4% | -6
Cc1cccc(-n2c(=S)[nH]c3ccccc3c2=O)n1 | 6.8% | 1
CCN1CCN(C(=O)c2nn(-c3ccc(C)cc3)c(=O)c3c2c2ccccc2n3C)CC1 | 1.5% | -9
COc1ccccc1NC(=S)N1CCN(c2ccccn2)CC1 | 7.6% | /
COc1ccc(C(=O)Oc2cc(/C=N/NC(N)=S)ccc2OC)cc1 | 3.9% | 4
CCOC(=O)n1c(SCC(N)=O)nc2ccccc21 | -0.3% | /
CNc1ccc(Br)cc(C(=O)/C=C/c2ccc(OC)cc2)c1=O | 2.1% | -5
COc1ccccc1NC(=O)NCc1nc(-c2ccc(C(F)(F)F)cc2)no1 | 3.1% | -12
COC(=O)c1cc2ccsc2n1Cc1nc(-c2ccc(OC)cc2)oc1C | -2.8% | -7
Cc1nn(Cc2ccccc2)c(C)c1C(=O)OCC(=O)NCc1ccco1 | 0.3% | /
N/C(=N\OC(=O)c1ccc(Cl)cc1Cl)c1ccccn1 | -3.0% | -4
CCN(CC)C(=O)CN(c1cc(Cl)ccc1OC)S(C)(=O)=O | 1.2% | 2
N#C/C(=C\c1ccc(-c2ccc(S(=O)(=O)N3CCOCC3)cc2)o1)C(=O)NC1CC1 | -7.7% | 10
C=CCn1c(O)c(C(C)=NC2CC2)c(=O)[nH]c1=O | -5.8% | 10
CN(C)c1ccc(C(=O)Nc2nnc(C3=COCCO3)o2)cc1 | 0.8% | -8
Cc1cccc(N2CCN(Cc3nc(CC4CC4)no3)CC2)n1 | 3.0% | 3
O=C(COC(=O)c1ccc2ccccc2n1)c1ccc(F)cc1 | 5.5% | 9

# Another view of four compounds above.
CCOC(=O)[C@@H]1[C@H]2COc3ccc(Br)cc3[C@@H]2N2C(=O)N(c3ccc(Cl)cc3)C(=O)[C@]12C
  GlmU inhibition: 1.0% | RmlCD inh 1536: /

COC(=O)c1nc(NC(=O)c2ccccc2Br)n[nH]1
  GlmU inhibition: -3.8% | RmlCD inh 1536: 4

O=S(=O)(Cc1ccccc1)N1CCN(Cc2ccc3c(c2)OCO3)CC1
  GlmU inhibition: 2.1% | RmlCD inh 1536: -6

COc1cccc(OC)c1CNC(=O)CCSCc1ccccc1F
  GlmU inhibition: 3.6% | RmlCD inh 1536: 8

# The results go on:
compound | GlmU inhibition | RmlCD inh 1536
CCc1ccccc1NC(=O)CCc1nc(-c2cccs2)no1 | -4.7% | 21
Cc1nnc(NC(=O)c2ccc(Br)cc2)s1 | -2.1% | /
O=C(Cn1ncc(Cl)c(Cl)c1=O)N1CCc2ccccc21 | -0.4% | /
CCOC(=O)c1ccccc1N/C=C/C(=O)c1cccs1 | 5.2% | 26
CC1=NN(c2ccc(S(=O)(=O)O)cc2Cl)C(=O)C1 | -4.4% | 2
O=C(Nc1cccc(S(=O)(=O)NCc2ccco2)c1)c1cc(-c2ccccc2)nc2ccccc12 | 3.5% | 6
COc1cc(CCC(=O)NNC(=O)c2ccc(C)cc2)cc(OC)c1OC | 1.7% | -3
COC(=O)c1c(C)[nH]c(C(=O)/C=C/c2ccc(Cl)cc2)c1C | -4.2% | 17
C/C(=C\c1ccccc1)C(=O)c1c(C)cc(C)[nH]c1=O | -4.6% | -11
Cc1ccn(CC(=O)O)c(=O)c1 | / | -1
CSc1nnc2c(n1)OC(c1cn(C)c3ccccc13)N(C(C)=O)c1ccccc1-2 (stereo unspecified) | 1.2% | 3
CCC1(C)Cc2c(sc3nc4n(c(=O)c23)CCCS4)CO1 (stereo unspecified) | -0.3% | /
O=C(O)C1=C[C@H](C2CC2)C[C@H](OCCCCO)O1 | 1.5% | /
CCN(Cc1ccccc1)C(=O)c1ccccc1C | 3.3% | /
C=CCNC(=O)COC(=O)c1cccnc1Nc1ccccc1F | -2.2% | /
Cc1cc(-c2nc3cccnc3s2)ccc1NS(=O)(=O)c1ccc2c(c1)OCCO2 | 4.9% | 6
c1nnc(-c2ccc3c(c2)OCO3)o1 | -3.5% | 12
CCCCNC(=O)N1CCN(c2ncccn2)CC1 | -1.4% | 7
Cc1ccnc(NS(=O)(=O)c2cccc3nsnc23)c1 | -1.6% | 8
S=c1[nH]nc(-c2ccc3c(c2)OCO3)n1-c1ccccc1 | 3.8% | -1
CCCCN(C)CCNC(=O)CSCc1ccc(C)cc1 | 1.7% | 6
O=C(O)CCC(=O)Nc1nc2ccc([N+](=O)[O-])cc2s1 | -0.3% | 12
CSCCC1NC(=O)N(CC(=O)Nc2cccc3ccccc23)C1=O (stereo unspecified) | 8.3% | 6
CCOC(=O)/C(=N\Nc1ccccc1[N+](=O)[O-])c1csc(Nc2ccccc2)n1 | 4.6% | -6
O=c1c2ccccc2c(C=NCc2ccccn2)c(O)n1-c1ccccc1Cl | 2.0% | -7
CCCn1c(N)c(C(=O)CSc2nnnn2-c2ccc(O)cc2)c(=O)n(C)c1=O | 1.7% | 11
O=C1CC(SC(=NCc2ccc3c(c2)OCO3)Nc2ccccc2)C(=O)N1 (stereo unspecified) | 7.3% | -4
CS(=O)(=O)N1CCC(Oc2ccccc2C(=O)NC2CCCCCC2)CC1 | -6.9% | /
CC(=O)c1c(C)nc2ccc(Cl)cn12 | 0.4% | -6
CCC(c1nc2ccccc2c(=O)n1CCCn1ccnc1)N1C(=O)c2ccccc2C1=O (stereo unspecified) | -10% | -37
Cc1ccc(S(=O)(=O)c2cc3cc(Br)ccc3oc2=O)cc1 | 1.3% | 4
COc1cc(/C=N/NC(N)=S)ccc1OCc1ccc(C)cc1 | -0.9% | -13
O=C(Nc1nc(-c2ccccc2)cs1)c1cccc([N+](=O)[O-])c1 | 1.9% | 7
Cc1cccc(-n2c(N)c(C(=O)N3CCN(C)CC3)sc2=S)c1 | 1.5% | 23
CCN(CC)CC(=O)NCC1(c2ccccc2)CCCC1 | -0.9% | 12
Cc1ccccc1CNC(=O)CN(c1cccc([N+](=O)[O-])c1)S(C)(=O)=O | -4.5% | -12
COc1cc(OC)cc(C(=O)Nc2cc(-c3cn4cccnc4n3)ccc2C)c1 | 2.5% | /
Nc1nc2ccccc2cc1S(=O)(=O)c1ccccc1 | -5.3% | 6
COc1ccc(Cl)cc1-c1nc(SCC(=O)N(C)CCC#N)n[nH]1 | -4.5% | -6
O=C(NCc1ccc2c(c1)OCO2)c1ccc(Cl)nc1 | -1.7% | /
COC(=O)c1sccc1N/N=C(\C)c1ccc(F)c(Cl)c1 | 8.4% | /
CCOc1ccc(CCNC(=O)CSc2cc(=O)n(C)c3ccccc23)cc1OCC | -1.9% | -4
CN(C)S(=O)(=O)c1ccc(/C(O)=C2/C(=O)C(=O)N(Cc3cccnc3)C2c2ccncc2)cc1 (stereo unspecified) | -0.1% | /
O=C(O)CCCC(=O)Nc1ccc(Br)cc1 | 1.0% | 4
CC(C)n1cc(/C=C(\C#N)S(=O)(=O)c2ccccc2)c2ccccc21 | 0.6% | /
O=C(N/N=C/c1ccc(Cl)cc1)C(=O)N1CCCCCC1 | -4.0% | -1
Cc1ccc(C)c(NC(=O)c2nnn(Cc3ccccc3)c2N)c1 | 6.2% | /
O=C(Nc1cccc2c1CCCC2)c1cc([N+](=O)[O-])cc([N+](=O)[O-])c1 | 1.9% | /
O=C(Nc1nc2ccc(S(=O)(=O)N3CCCC3)cc2s1)c1ccccn1 | 3.7% | -9
CCCC(=O)Nc1nnc(CCN2CCCCC2)s1 | -4.2% | /
Cc1ccc(S(=O)(=O)N2CCN(C(C)CC(=O)O)CC2)cc1 (stereo unspecified) | 3.2% | -9
CCOC(=O)c1cc(-c2ccccc2)nn1CC1CC(c2cccnc2)=NO1 (stereo unspecified) | 1.9% | /
Cc1nn(Cc2ccccc2)c(C)c1C=C1C(=O)NC(=S)NC1=O | -5.2% | -3
Cc1ccc(C(=O)Cn2c(N3CCOCC3)nc3c2c(=O)n(C)c(=O)n3C)cc1 | 2.9% | /
c1ccc(CSc2nnc(-c3ccccc3)c(-c3ccccc3)n2)cc1 | -1.7% | /
O=C(CSc1nc2ccccc2o1)N/N=C/c1ccccc1C(=O)O | 2.1% | -25
COc1cccc(NC(=O)COc2ccccc2C(N)=O)c1 | 1.3% | -8
CCOC(=O)c1[nH]c2ccc(OC)cc2c1NC(=O)CN1CCC2(CC1)OCCO2 | -2.6% | 10
Nn1c(-c2ccccc2Cl)nnc1-c1ccccc1Cl | -1.3% | -5
CCN1CCN(C(=O)c2cc3cc([N+](=O)[O-])ccc3oc2=O)CC1 | 8.2% | -8

# In a second layout: entries from further up
> COC(=O)c1sccc1N/N=C(\C)c1ccc(F)c(Cl)c1
  GlmU inhibition = 8.4%
  RmlCD inh 1536 = /

> CCOc1ccc(CCNC(=O)CSc2cc(=O)n(C)c3ccccc23)cc1OCC
  GlmU inhibition = -1.9%
  RmlCD inh 1536 = -4

> CN(C)S(=O)(=O)c1ccc(/C(O)=C2/C(=O)C(=O)N(Cc3cccnc3)C2c2ccncc2)cc1 (stereo unspecified)
  GlmU inhibition = -0.1%
  RmlCD inh 1536 = /

> O=C(O)CCCC(=O)Nc1ccc(Br)cc1
  GlmU inhibition = 1.0%
  RmlCD inh 1536 = 4

# Later entries
compound | GlmU inhibition | RmlCD inh 1536
CCN1CCN(C(=O)C(=O)c2c(C)[nH]c3ccccc23)CC1 | -1.2% | /
Fc1ccc(-c2cc3nc(-c4ccccc4)cc(N4CCN(CCN5CCOCC5)CC4)n3n2)cc1 | -4.6% | -1
COc1cccc(C2c3c(oc4ccccc4c3=O)C(=O)N2CCCN(C)C)c1OC (stereo unspecified) | -4.5% | /
COc1ccc(OC)c(CCNC(=O)c2ccc(CS(=O)(=O)c3ccc(Br)cc3)o2)c1 | -6.4% | /
CCN(CC)S(=O)(=O)c1cccc(C(=O)Nc2ccc(C#N)cc2)c1 | 0.5% | 7
CCCS(=O)(=O)N1CCCC(C(=O)NCCCN2CCCC2=O)C1 (stereo unspecified) | -0.9% | 3
Cc1c(NC(=O)COC(=O)CCC(=O)c2ccc(Cl)cc2)c(=O)n(-c2ccccc2)n1C | 7.0% | 2
CC(C)CCOCc1nc2sc3c(c2c(=O)[nH]1)CCC(C)C3 (stereo unspecified) | 0.9% | 10
CC1CCC2(CC1)NC(=O)N(CC(=O)N1CCN(S(=O)(=O)c3ccccc3)CC1)C2=O (stereo unspecified) | -2.1% | 7
O=C(CCS(=O)(=O)Cc1ccccc1)N1CCN(c2ccc([N+](=O)[O-])cc2)CC1 | -1.3% | -8
CCCCNC(=O)c1cc2n(n1)C(C(F)(F)F)CC(c1ccccc1)N2 (stereo unspecified) | 0.5% | 7
CCOC(=O)C1=C(c2ccccc2)NC(=S)NC1C (stereo unspecified) | / | 24
COC(=O)c1ccccc1NC(=O)Nc1ccc(Br)cn1 | 2.4% | 21
CCOC(=O)c1c(-c2ccccc2)csc1NC(=O)CSc1nnnn1C | 10% | 4
NC(=O)c1ccc(NC(=O)COC(=O)/C=C/c2ccc3c(c2)OCO3)cc1 | -4.3% | /
N#C/C(=C/c1ccc(N2CCCCC2)o1)c1cccc(F)c1 | -1.3% | 7
CCOc1ccc(-n2c(Cc3cc(=O)[nH]c(=O)[nH]3)nnc2SC(C)C(=O)OC)cc1 (stereo unspecified) | / | 1
CC(=O)Nc1nnc(-c2ccc3c(c2)CCCC3)o1 | -1.1% | -9
O=c1c2cnn(-c3ccc(F)cc3)c2ncn1Cc1ccc(F)cc1 | -5.1% | /
S=C(NCc1cccnc1)Nc1cccc2ccccc12 | -0.8% | 1
Cc1cc(C)n(CC(O)Cn2ccc3ccccc32)n1 (stereo unspecified) | 1.0% | 12
OCC1(Cc2ccccc2)CCCN(Cc2ccc3c(c2)OCCO3)C1 (stereo unspecified) | 2.0% | /
COc1nsnc1NS(=O)(=O)c1ccc(NC(=S)NC(=O)c2cccnc2)cc1 | 6.5% | /
O=C(CCn1c(=O)oc2ccccc21)n1c(=O)oc2ccccc21 | -0.5% | 0
O=C(CN1CCN(c2ccc(F)cc2)CC1)NCC1CCCO1 (stereo unspecified) | -0.9% | /
Cc1nc([N+](=O)[O-])c(Br)n1CC(=O)c1ccc2ccccc2c1 | 4.7% | 5
COc1cc(Nc2c3c(nc4ccccc24)CCCC3)cc(OC)c1OC | -7.5% | 1
